Compound activity (PubChem)
ATXN2 expr inh: reduces ATXN2 reporter expression in HEK-293 cells | HEK-293 ATXN2-luciferase reporter, luminescence, 24 h | Potency, µM (doses to about 57 µM), inactives show top-dose activity change, negative = inhibition, actives largely listed as inhibitors | 0.72% of 360,000 active | AID 1745845; also: potency is read from the fitted curve at half-maximal effect; % is scaled to controls: 0 for no effect and ±100 for the full control effect; nearly all actives have a fitted effect of over 55% in size
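ATXN2-luciferase reporter cells (luciferase flanked by upstream and downstream ATXN2 gene portions) were treated 24 h at 37 °C with compounds at up to 57 uM. SteadyGlo luminescence gave expression; GF-AFC fluorescence gave viability.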
HepG2 viability: kills HepG2 cells in TGF-b inhibitor counter-screen; Potency, µM (top dose mostly 46.1 µM), inactives show at the highest dose activity change, negative = cytotoxicity, usual class: cytotoxic; AID 588856; HepG2 CAGA-GFP viability, ATP luminescence, 18 h; 0.76% of 410,000 active; also: potency is read from the fitted curve at half-maximal effect; some results filed as inactive show a strong effect at the top dose
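HepG2 CAGA-GFP cells (1000/well, DMEM with 1% FBS) received compound, then TGF-beta at 500 pg/mL final, and were incubated 18 hours at 37 degrees C. Viability was read by CellTiter-Glo luminescence. Media-only wells were set as complete cell-killing and DMSO as no toxicity.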
IL1B secr inh: inhibitors of inflammasome signaling (IL-1 beta secretion) | activity change, % at 57.5 µM | THP-1 LPS/ATP IL-1B secretion, AlphaLISA, 16 h; stronger effect = lower value | 4.7% of 360,000 active | AID 743279; in the data active = activity change below about -50%; inconclusive = mostly about -30% to -49%; also: % is scaled to controls: 0 for no effect and ±100 for the full control effect
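THP-1 cells pretreated 1 hr with compounds (up to 57.5 uM final), then stimulated with LPS (250 ng/mL final) plus ATP (1.25 mM final); secreted IL-1B measured by AlphaLISA after 16 hr, decreased signal indicating inhibition.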
ATXN viability: cell viability loss in ATXN counter-screen; Potency, µM (highest dose often 56.7 µM), actives largely listed as cytotoxic; 0.49% of 400,000 active; S2 cells (HEK-293 line with an ATXN2-luciferase reporter) viability, CellTiter-Fluor protease fluorescence, 24 h; also: potency is read from the fitted curve at half-maximal effect; nearly all actives have a fitted effect of over 40% in size
Nrf2 activator: Nrf2 pathway activation. AREc32 ARE-luciferase reporter (MCF7-derived line), luminescence, 24 h. 0.31% of 410,000 active. Potency, µM (highest dose often 46.1 µM), for the others: top-dose activation, usual class: activators; also: potency is read from the fitted curve at half-maximal effect; % of control where 0% means no effect; nearly all actives have a fitted effect of over 65% in size
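Luciferase luminescence (Steady-Glo, 30 min at room temperature) served as the read-out of ARE activation in AREc32 cells treated with compounds for 24 hr at 37 deg C.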
TGFb inhibitor: TGF-b pathway inhibition; AID 588855; HepG2 CAGA-GFP TGF-b/SMAD3 reporter, GFP fluorescence, 18 h; TGF-beta stimulated, 500 pg/mL final; 1.2% of 410,000 active; Potency, µM (series often up to 46.1 µM), without a hit: at the highest dose activity, negative = inhibition, hits mostly inhibitors; also: potency is read from the fitted curve at half-maximal effect; % is scaled to controls: 0 for no effect and ±100 for the full control effect; nearly all actives have a fitted effect of over 65% in size
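Per well, imaged GFP fluorescence of HEPG2 CAGA-GFP cells gives the signal; cells get compound, then TGF-beta (500 pg/mL final), 18 h at 37 degrees C; %Activity versus -TGF-beta and +DMSO controls.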
A549 tox: counter-screen for Nrf2 inhibitors: cytotoxicity in A549 cells | A549 ARE-Fluc cells, CellTiter-Fluor viability, 18-24 h | Potency, µM (top dose mostly 46 µM), inactives show top-dose activity change, negative = cytotoxicity, actives largely listed as inhibitors | 0.16% of 390,000 active; also: potency is read from the fitted curve at half-maximal effect; % is scaled to controls: 0 for no effect and ±100 for the full control effect
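A549 ARE-Fluc cells in 5% FBS OPTI-MEM, 5000 cells/well, rested 2 h then exposed to compounds in concentration-response for 18-24 h at 37 °C. Viability by CellTiter-Fluor fluorescence (Ex 405/Em 525) after 30 min; luciferase luminescence (BugLite, 15 min, RT) read afterwards.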
MCF10A rereplic: inducers of DNA re-replication in MCF 10A breast cells | MCF 10A DNA re-replication, Hoechst nuclear intensity, 48 h | Potency, µM (highest dose often 46.1 µM), for inactives: at the highest dose activity, positive = re-replication, hits mostly activators | 2.9% of 350,000 active | AID 624296; also: potency is read from the fitted curve at half-maximal effect; % of control where 0% means no effect; nearly all actives have a fitted effect of over 50% in size
Nrf2 inh: inhibitors of Nrf2 signaling; A549 ARE-Fluc reporter, luciferase luminescence, 18-24 h; Potency, µM (top dose mostly 46 µM), inactives show at the highest dose activity change, negative = inhibition, actives largely listed as inhibitors; 2.1% of 360,000 active; also: potency is read from the fitted curve at half-maximal effect; % is scaled to controls: 0 for no effect and ±100 for the full control effect; nearly all actives have a fitted effect of over 60% in size
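Reporter: ARE-Fluc in A549. Exposure: 18-24 h, 37 °C, 5% CO2, 5% FBS OPTI-MEM. Readouts: fluorescent cytotoxicity (CellTiter-Fluor), then luminescent Nrf2 signal after BugLite.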
* marks the source's active call; other numbers are inactive results; & = joins results of further samples; [ ] = dose if it differs, or a comment. Unless noted, calls follow the shape of the dose curve; as a rule, active = well fitted curve in the direction sought with a large enough effect; inconclusive = small, poorly fitted or top-dose-only effect, or another doubt; inactive = no such curve, though single readings can be large; an effect the other way counts as inactive or inconclusive.

`CN(C)S(=O)(=O)c1ccc2c(c1)N(CC(=O)N1CCN(c3ccccc3F)CC1)CCS2` gave ATXN2 expr inh -10%, HepG2 viability -1%, ATXN viability inactive, Nrf2 activator -1.5%, TGFb inhibitor -1% and A549 tox 8%.
O=C(Cc1ccc(Br)cc1)NCCc1ccc(Cl)cc1Cl was read as ATXN2 expr inh -8%, HepG2 viability -32%, IL1B secr inh -60*, ATXN viability inactive, Nrf2 activator 0.1%, TGFb inhibitor -5%, A549 tox 5%, MCF10A rereplic 22% and Nrf2 inh -13%.
S=C(c1c[nH]c2ccccc12)N1CCOCC1 was read as ATXN2 expr inh -4%, HepG2 viability 4%, IL1B secr inh -8, ATXN viability inactive, Nrf2 activator 0.1%, TGFb inhibitor 7%, A549 tox 4%, MCF10A rereplic -1% and Nrf2 inh -12%.
c1ccc(C[C@H]2CNCCN2CCc2cccc3ccccc23)cc1 was read as ATXN2 expr inh inconclusive, HepG2 viability -70%, IL1B secr inh -27, ATXN viability inconclusive, Nrf2 activator -0.6%, TGFb inhibitor inconclusive, A549 tox -2%, MCF10A rereplic -20% and Nrf2 inh 5%.
O=C1CN(C(=O)COc2ccc(Br)cc2)c2ccccc2N1 was read as ATXN2 expr inh -9%, HepG2 viability -20%, IL1B secr inh -11, ATXN viability inactive, Nrf2 activator -0.1%, TGFb inhibitor -11%, A549 tox 1%, MCF10A rereplic -1% and Nrf2 inh 8%.
Screening Cc1ccc(C)c(NC(=O)CSc2nnc(-c3cc4occc4n3C)n2-c2ccccc2C)c1 returned HepG2 viability -12%, Nrf2 activator 3.1%, TGFb inhibitor 3%, A549 tox inconclusive and Nrf2 inh -24%.
`O=C(Nc1cc(S(=O)(=O)N2CCOCC2)ccc1Cl)c1ccc(=O)[nH]c1` gave ATXN2 expr inh 5%, HepG2 viability 0%, IL1B secr inh 15, ATXN viability inactive, Nrf2 activator -0.3%, TGFb inhibitor -6%, A549 tox -8%, MCF10A rereplic -19% and Nrf2 inh 1%.
CCOC(=O)c1c(S(=O)(=O)NCC(=O)N2CCN(c3cccc(Cl)c3)CC2)c(C)n(C)c1C was read as ATXN2 expr inh -2%, HepG2 viability -7%, ATXN viability inactive, Nrf2 activator -0.6%, TGFb inhibitor -21% and A549 tox 1%.
CCCn1c(N)c(N(CCOC)C(=O)c2ccc(N3CCCC3=O)cc2)c(=O)[nH]c1=O was read as ATXN2 expr inh 2%, HepG2 viability 4%, IL1B secr inh 7, ATXN viability inactive, Nrf2 activator -0.6%, TGFb inhibitor 0%, A549 tox 0%, MCF10A rereplic -22% and Nrf2 inh 1%.
COc1ccc(CNC(=O)CCCn2nc(C)c3c(C)n(-c4ccc(C)cc4)nc3c2=O)cc1OC was read as ATXN2 expr inh -1%, HepG2 viability -17%&-21%, IL1B secr inh inconclusive, ATXN viability inactive, Nrf2 activator 0.3%&0.7%, TGFb inhibitor inconclusive, A549 tox -1%&1%, MCF10A rereplic -1% and Nrf2 inh -9%&-26%.
CC1(c2ccc3ccccc3c2)NC(=O)N(CC(=O)N2CCN(Cc3ccc(C#N)cc3)CC2)C1=O (stereo not given) was read as ATXN2 expr inh -31%, HepG2 viability -31%, IL1B secr inh -6, ATXN viability inconclusive, Nrf2 activator 2.1%, TGFb inhibitor -12%, A549 tox -14%, MCF10A rereplic 9% and Nrf2 inh 0.41µM*.
Screening Cc1cccc(NC(=O)C2(C)CC3c4ccccc4C2c2ccccc23)c1C (stereo not given) returned ATXN2 expr inh 5%, HepG2 viability 8%, IL1B secr inh -13, ATXN viability inactive, Nrf2 activator 0.1%, TGFb inhibitor inconclusive, A549 tox 0%, MCF10A rereplic 8% and Nrf2 inh inconclusive.
Cc1ccc(S(=O)(=O)N2CCN(C(=O)Cc3c(F)cccc3Cl)CC2)cc1 was read as ATXN2 expr inh -5%, HepG2 viability 3%, IL1B secr inh 4, ATXN viability inactive, Nrf2 activator 0.3%, TGFb inhibitor 20%, A549 tox 2%, MCF10A rereplic 6% and Nrf2 inh 3%.
Screening CCOc1ccc(C(C)NC(=S)NCc2ccc(Cl)cc2)cc1 (stereo not given) returned ATXN2 expr inh inconclusive, HepG2 viability -51%, IL1B secr inh 0, ATXN viability inconclusive, Nrf2 activator -0.6%, TGFb inhibitor -26%, A549 tox 2%, MCF10A rereplic 18% and Nrf2 inh inconclusive.
O=c1[nH]c(CSc2ccccn2)nc2c1oc1ccccc12 was read as ATXN2 expr inh inconclusive, HepG2 viability -6%, IL1B secr inh -2, ATXN viability inactive, Nrf2 activator 0.4%[9.22 µM], TGFb inhibitor 2%, A549 tox 5%, MCF10A rereplic -11% and Nrf2 inh inconclusive.

2 records drawn at random from the list so far:
CC1(c2ccc3ccccc3c2)NC(=O)N(CC(=O)N2CCN(Cc3ccc(C#N)cc3)CC2)C1=O (stereo not given) was read as ATXN2 expr inh -31%, HepG2 viability -31%, IL1B secr inh -6, ATXN viability inconclusive, Nrf2 activator 2.1%, TGFb inhibitor -12%, A549 tox -14%, MCF10A rereplic 9% and Nrf2 inh 0.41µM*.
`CN(C)S(=O)(=O)c1ccc2c(c1)N(CC(=O)N1CCN(c3ccccc3F)CC1)CCS2` gave ATXN2 expr inh -10%, HepG2 viability -1%, ATXN viability inactive, Nrf2 activator -1.5%, TGFb inhibitor -1% and A549 tox 8%.

The listing picks up, repeating the 2 entries before the break.
Screening CCOc1ccc(C(C)NC(=S)NCc2ccc(Cl)cc2)cc1 (stereo not given) returned ATXN2 expr inh inconclusive, HepG2 viability -51%, IL1B secr inh 0, ATXN viability inconclusive, Nrf2 activator -0.6%, TGFb inhibitor -26%, A549 tox 2%, MCF10A rereplic 18% and Nrf2 inh inconclusive.
O=c1[nH]c(CSc2ccccn2)nc2c1oc1ccccc12 was read as ATXN2 expr inh inconclusive, HepG2 viability -6%, IL1B secr inh -2, ATXN viability inactive, Nrf2 activator 0.4%[9.22 µM], TGFb inhibitor 2%, A549 tox 5%, MCF10A rereplic -11% and Nrf2 inh inconclusive.
CCN=C1SC(C(=O)Nc2ccccc2)CC(=O)N1CC (stereo not given) was read as ATXN2 expr inh -7%, HepG2 viability -4%, IL1B secr inh -2, ATXN viability inactive, Nrf2 activator 0.6%, TGFb inhibitor 1%, A549 tox -4%, MCF10A rereplic inconclusive and Nrf2 inh -15%.
CN(C)CCNC(=O)/C(=N\O)c1ccccn1 was read as ATXN2 expr inh 5%, HepG2 viability -1%, IL1B secr inh 0, ATXN viability inactive, Nrf2 activator -0.1%, TGFb inhibitor 0%, A549 tox 6%, MCF10A rereplic 8% and Nrf2 inh 11%.
`O=C(O)C1(c2ccccc2)CCN(S(=O)(=O)c2cccs2)CC1` gave ATXN2 expr inh -21%, HepG2 viability 24%, IL1B secr inh -13, ATXN viability inactive, Nrf2 activator -0.3%, TGFb inhibitor -14%, A549 tox 3%, MCF10A rereplic 0% and Nrf2 inh 6%.
For O=C(Nc1ccccc1C(F)(F)F)N1CCC(N2CCCCC2)CC1 the results were ATXN2 expr inh 16%, HepG2 viability 12%, IL1B secr inh -15, ATXN viability inactive, Nrf2 activator 0.2%, TGFb inhibitor 0%, A549 tox 5%, MCF10A rereplic 5% and Nrf2 inh 11%.
NC(=O)c1ccsc1NC(=O)c1ccc([N+](=O)[O-])o1 was read as ATXN2 expr inh 1%, HepG2 viability -2%, IL1B secr inh -68*, ATXN viability inactive, Nrf2 activator 3.8%, TGFb inhibitor inconclusive, A549 tox -4%, MCF10A rereplic 3.7µM* and Nrf2 inh 3%.
For CN(CC(=O)Nc1ccc(SC(F)F)cc1)C1CCCCC1 the results were ATXN2 expr inh -13%, HepG2 viability 0%, IL1B secr inh -7, ATXN viability inactive, Nrf2 activator 2.1%, TGFb inhibitor 0%, A549 tox 2%, MCF10A rereplic -1% and Nrf2 inh 18%.
For CC(C)OCCCN1CN(S(=O)(=O)c2ccc(Cl)cc2)c2nc3ccccc3nc21 the results were ATXN2 expr inh 1%, HepG2 viability 7%, IL1B secr inh -17, ATXN viability inactive, Nrf2 activator 12%, TGFb inhibitor 3%, A549 tox -4%, MCF10A rereplic inconclusive and Nrf2 inh inconclusive.
COc1ccc(CC(=O)NNC(=S)NCC2CC2)cc1OC was read as ATXN2 expr inh 9%, HepG2 viability -8%, IL1B secr inh 40, ATXN viability inactive, Nrf2 activator 0.0%, TGFb inhibitor -2%, A549 tox -12%, MCF10A rereplic 1% and Nrf2 inh -5%.
`O=C(COc1ccccc1)N1CCN(c2ncccn2)CC1` gave ATXN2 expr inh -23%, HepG2 viability 8%, IL1B secr inh -11, ATXN viability inactive, Nrf2 activator 1.2%, TGFb inhibitor 12%, A549 tox 0%, MCF10A rereplic inconclusive and Nrf2 inh -2%.
CCC(C)(C)NC(=O)C1CCN(S(=O)(=O)c2ccc3c(c2)CCCN3C(C)=O)CC1 was read as ATXN2 expr inh -4%, HepG2 viability -1%, ATXN viability inactive, Nrf2 activator 2.7%, TGFb inhibitor -21% and A549 tox -1%.
O=C(N/N=C/C=N/NC(=O)c1ccco1)c1ccco1 was read as ATXN2 expr inh 10%, HepG2 viability -3%, IL1B secr inh 10, ATXN viability inactive, Nrf2 activator -0.3%, TGFb inhibitor 0%, A549 tox 2%, MCF10A rereplic 0% and Nrf2 inh 8%.
C/C(CC1CC(C)OC1=O)=N\NC(N)=S (stereo not given) was read as HepG2 viability -10%, IL1B secr inh 22, ATXN viability inactive, Nrf2 activator 4.5%, TGFb inhibitor 2%, A549 tox -5%, MCF10A rereplic -5% and Nrf2 inh 6%.
For CCc1c(C2(O)CCCCC2)[nH]c2ccc(C(F)(F)F)cc12 the results were ATXN2 expr inh -63%, HepG2 viability -110%, IL1B secr inh -52*, Nrf2 activator -1.1%, TGFb inhibitor 11µM*, A549 tox -4%, MCF10A rereplic inconclusive and Nrf2 inh 2%.
